# High-throughput results from PubChem.
# NCI-60 one-dose screen, 48 h, at 10 µM unless noted. Numbers give growth in % (100 = growth as untreated, 0 = no growth, -100 = all killed).
# BT-549: BT-549 breast cancer | 78,000 compounds, 4.4% hits | AID 1794793
# LOX IMVI: LOX IMVI melanoma; 79,000 compounds, 7.4% hits; AID 1794757
# SK-MEL-28: SK-MEL-28 melanoma | 81,000 compounds, 4.1% hits | AID 1794761
# SK-MEL-2: SK-MEL-2 melanoma; AID 1794763; 77,000 compounds, 4.7% hits
# SK-MEL-5: SK-MEL-5 melanoma. AID 1794755. 80,000 compounds, 6.4% hits
# MDA-MB-435: MDA-MB-435 melanoma; 82,000 compounds, 7.8% hits; AID 1794794
# HS 578T: HS 578T breast cancer; AID 1794788; 78,000 compounds, 4.1% hits
# T-47D: T-47D breast cancer. AID 1794792. 79,000 compounds, 5% hits
# * marks the source's active call; other numbers are inactive results; x = not tested or not shown; & = joins results of further samples; [ ] = remark or other dose. Rule for the calls: active = growth percent below 10; inactive = the rest.
SMILES,BT-549,LOX IMVI,SK-MEL-28,SK-MEL-2,SK-MEL-5,MDA-MB-435,HS 578T,T-47D
CC(=O)N/C(=C/c1ccccc1)C(=O)O,92,96,98,80,99,x,96,90
Oc1nc(Nc2nccs2)sc1/C=c1\ccc2c(c1)N=CC=2,78,46,67,104,66,64,95,54
COc1cc(C(=O)NNC(=O)c2cc(OC)c(OC)c(OC)c2)ccc1O,101,92,91,91,98,97,88,63
COc1ccc(C(C)=C(c2ccc(OCCN3CCCC3)cc2)c2ccc(OCCN3CCCC3)cc2)cc1,128,100,113,110,104,109,108,73
O=C(CC1(O)C(=O)Nc2c(Cl)cc(Cl)cc21)c1cccc([N+](=O)[O-])c1 (centres undefined),99,95,107,102,96,107,91,69
CCCCc1nc(Cl)c(C2CC(C3C(=O)N(C)C(=O)N(C)C3=O)=NN2c2ccccc2)[nH]1 (centres undefined),105,98,117,97,98,107,99,90
COc1cc(C2C=C(C(=O)O)Nc3nc(SC)[nH]c(=O)c32)cc(OC)c1OC (centres undefined),103,x,95,134,102,101,100,108
O=c1[nH]c2ccccc2c(=O)c2ccccc12,103,99,108,125,100,117,103,107
NS(=O)(=O)c1ccc(C(=O)N=Nc2c(O)[nH]c3ccc([N+](=O)[O-])cc23)cc1,111,98,108,109,100,101,105,114
Cc1nnc2n(Cc3ccccc3)c(=O)c3c4c(sc3n12)CCCC4,126,99,142,95,113,101,123,94
O=C1C(SCc2ccc(F)cc2)=C(Cl)CN1c1ccccc1,105,58,100,123,98,102,101,87
CC12CCC(C(=O)C1)C1(C)CCCC(=O)C21 (centres undefined),113,95,107,117,x,103,109,103
COc1cc(/C=C2\CCC/C(=C\c3ccc(OCC4CO4)c(OC)c3)C2=O)ccc1OCC1CO1 (centres undefined),30,-60*,15,50,18,-32*,23,46
CN(C)Cc1ccccc1,x,103,107,x,105,109,111,100
CCOC(=O)CN1CC(C)(C)N(CC(=O)OCC)CC1(C)C,113,113,113,112,104,105,112,102
CCOC(=O)C1=C(N)N(c2ccc(Cl)cc2)C2=C(C(=O)CC(C)(C)C2)C1c1ccc(N2CCOCC2)cc1 (centres undefined),24,115,105,96,80,101,109,91
CN(C)c1nc2c(N)ncnc2n1C1OC(CO)C(O)C1O (centres undefined),100,104,122,99,108,112,106,x
CSc1nc(N)c(C=O)c(=O)n1C,113,104,105,107,118,135,107,112
C/C(=N/NC(N)=S)c1sc(Nc2ccc(C)cc2)nc1C,121,98,110,102,98,97,111,81
CN1CCc2c(sc3nc4n(-c5ccc(Cl)cc5)c(=O)[nH]n4c(=O)c23)C1,94,92,111,96,110,103,121,88
BrCCCOc1ccc(Nc2ncnc3c2cnn3-c2ccccc2)cc1,93,98,107,98,93,101,101,84
Nc1cc(S(=O)(=O)c2ccc(N3CCCCC3)c(N)c2)ccc1N1CCCCC1,92&79,93&86,102&90,86&110,64&69,107&91,100&98,74&69
Cc1cc2c3ccc(C)[n+](C)c3ccc2n1C,17,44,86,92,48,52,39,75
Cc1ccc(Cl)c(NC(=O)CN2CCOCC2)c1,82,99,105,79,109,106,114,100
CCc1cc(O)c([N+](=O)[O-])cc1[N+](=O)[O-],103,100,111,109,x,105,111,100

# Seven entries from above, with values under each structure:
# Second line of a record – BT-549 | LOX IMVI | SK-MEL-28 | SK-MEL-2 | SK-MEL-5 | MDA-MB-435 | HS 578T | T-47D
CSc1nc(N)c(C=O)c(=O)n1C
  113 | 104 | 105 | 107 | 118 | 135 | 107 | 112
C/C(=N/NC(N)=S)c1sc(Nc2ccc(C)cc2)nc1C
  121 | 98 | 110 | 102 | 98 | 97 | 111 | 81
CN1CCc2c(sc3nc4n(-c5ccc(Cl)cc5)c(=O)[nH]n4c(=O)c23)C1
  94 | 92 | 111 | 96 | 110 | 103 | 121 | 88
BrCCCOc1ccc(Nc2ncnc3c2cnn3-c2ccccc2)cc1
  93 | 98 | 107 | 98 | 93 | 101 | 101 | 84
Nc1cc(S(=O)(=O)c2ccc(N3CCCCC3)c(N)c2)ccc1N1CCCCC1
  92&79 | 93&86 | 102&90 | 86&110 | 64&69 | 107&91 | 100&98 | 74&69
Cc1cc2c3ccc(C)[n+](C)c3ccc2n1C
  17 | 44 | 86 | 92 | 48 | 52 | 39 | 75
Cc1ccc(Cl)c(NC(=O)CN2CCOCC2)c1
  82 | 99 | 105 | 79 | 109 | 106 | 114 | 100

# The list continues.
SMILES,BT-549,LOX IMVI,SK-MEL-28,SK-MEL-2,SK-MEL-5,MDA-MB-435,HS 578T,T-47D
COc1cc(C2NN=C3c4ccccc4CCC32)cc(OC)c1OC (centres undefined),103,82,101,77,72,97,71,39
O=C(Nc1ccccc1)C(CCCCN1C(=O)c2ccccc2C1=O)N1C(=O)c2ccccc2C1=O (centres undefined),104,101,107,x,101,108,106,105
CC(=O)Nc1cc(NC(C)=O)ncn1,103,96,114,122,105,100,111,97
CCCCNS(=O)(=O)c1ccc(NC(=O)c2ccc3ccccc3c2O)c([N+](=O)[O-])c1,108,106,102,116,94,107,109,x
CCCCCCCCC[N+]12CC[N+](CCCCCCCCC)(CC1)CC2,121,107,92,x,93,93,96,91
N#Cc1cn(Cc2ccco2)c(=O)[nH]c1=O,94,100,109,105,x,96,119,113
CNC(=O)c1cc(Oc2ccc3nc(NC(=O)Nc4ccc(Cl)c(C(F)(F)F)c4)sc3c2)ccn1,17,1.5*,35,x,26,13,-16*,-2.4*
CCc1ccc(C2CC(c3ccc4c(c3)OCO4)=NN2c2ccc(S(N)(=O)=O)cc2)cc1 (centres undefined),49,74,88,83,58,72,80,38
C(/C=C/c1ccccc1)=C1c2ccccc2-c2ccccc21,101,84,105,98,93,112,x,81
O=S(=O)(NCCCNc1nccc(-c2[nH]c(-c3ccccc3)nc2-c2ccc(F)c(O)c2)n1)c1ccccc1,112,84,34,32,60,51,116,90
C[Si](Cl)(Cl)c1ccccc1,107,100,103,134,102,96,104,104
CCC1(c2ccc(O)cc2)NC(=O)NC1=O (centres undefined),99,96,109,93,106,101,107,94
Cc1ccc(-c2cssc2=S)cc1,111,95,116,106,95,112,112,103
CCCCCCNC(=O)Oc1ccc(/C(=C(/CC)Cc2ccccc2)c2ccc(OCCN3CCCC3)cc2)cc1,102,79,101,102,89,98,88,53
CCc1ccc(C2=NN(c3ccc(S(N)(=O)=O)cc3)C(c3ccccc3)C2)cc1 (centres undefined),105,102,109,106,102,103,103,77
COc1ccsc1/C=N/NC(=O)c1[nH]c2ccc(Br)cc2c1-c1ccccc1,14,-18*,31,21,-47*,2.3*,-1.2*,-2.7*
C[C@]12CCC(=O)C=C1CC[C@@H]1[C@@H]2[C@@H](O)C[C@@]2(C)[C@H]1CC[C@]2(O)C(=O)COC(=O)C(c1ccccc1)c1ccccc1,74,48,101,75,52,94,76,44
COc1ccc(-c2nnc(COc3ccc(NC(=O)c4ccccc4)cc3F)o2)cc1,77,93,98,98,93,92,96,57
Cc1ccccc1-n1nnc(C(=O)Nc2ccc3ccccc3n2)c1C,77,93,86,95,69,82,97,48
Cc1ccc(N(C)C)cc1,99,95,115,107,94,105,101,84
COc1cc(OC)c(/C=C/S(=O)(=O)Cc2ccc(OC)c(N)n2)c(OC)c1,8.2*,9.3*,54,8.3*,-31*,2.2*,44,45
COc1ccc(-c2nc3ccc(-c4nc5ccc(N6CCN(c7ccccc7)CC6)cc5[nH]4)cc3[nH]2)cc1OC,53,-92*,-47*,89,43,-3.1*,-0.2*,-36*
CC1C(c2ccccc2)OCCN1C(=S)Nc1ccc(S(=O)(=O)N2CCCCC2)cc1 (centres undefined),98,59,108,104,89,89,86,97
CC(=O)C(=O)OC1CCCCC1,105,91,113,103,112,97,105,88
C(=C\c1ccc2ccccc2n1)/c1ccccc1,117,79,96,104,90,85,95,84

# The list continues:
SMILES,BT-549,LOX IMVI,SK-MEL-28,SK-MEL-2,SK-MEL-5,MDA-MB-435,HS 578T,T-47D
CCCCCCCCCC1(CC(=O)OCC)SCCN1C(N)=O (centres undefined),118,85,107,x,70,x,110,64
CCCCCCCc1nc(C#N)c(NCc2ccncc2)o1,90,94,99,99,106,97,92,86
COc1ccccc1-n1cc(C#N)c(N)c1C(=O)c1ccc(C#N)cc1,106,80,100,105,103,95,112,103
CS(C)(NC(N)=O)OS(=O)(=O)O,110,96,115,x,114,116,111,105
O=C(c1ccccc1)C(Br)C(Br)c1cccc([N+](=O)[O-])c1 (centres undefined),75,-79*,64,70,77,23,92,x
CCCc1cc(=O)n2c(C(=O)Nc3cccc(Cl)c3)c(C(=O)Nc3ccc(F)cc3)sc2n1,96[30 µM],97[30 µM],123[30 µM],103[30 µM],112[30 µM],100[30 µM],107[30 µM],102[30 µM]
CCN1/C(=C\c2cc[n+](CC)c3ccccc23)C=Cc2ccccc21,11,4.0*,3.0*,0.6*,-74*,-31*,37,2.9*
CS(=O)(=O)c1ccc(C2=C(c3ccccc3)C(=O)OC2)cc1,104,100,109,113,x,104,111,107
CCOC(=O)c1[nH]c2ccccc2c1Cl,106,104,102,103,98,100,98,80
O=C(O)c1ccc([N+](=O)[O-])cc1C(=O)O,110,98,93,109,99,x,107,104
O=C1OC(=O)[C@H]2[C@@H]1[C@H]1C=C[C@@H]2OC1=O,146,103,107,119,101,107,94,95
COc1cc(/C=C/c2cc(/C=C/c3ccc(O)c(OC)c3)n(-c3cccc(Cl)c3)c(=S)n2)ccc1O,73,79,92,95,79,81,84,64
COc1ccc(-c2n[nH]c(=O)c3c2sc2ncc(-c4ccc(Br)cc4)n23)cc1,105,92,99,102,99,104,103,89
COc1cccc(-c2ccc3c(c2)NC(=O)/C3=C\c2ccc[nH]2)c1,37,50,71,53,11,8.7*,56,14
CCOC(=O)Cc1ccc(OC)cc1,107,98,108,109,101,103,99,91
COc1ccc(-c2nn(-c3cccc(Cl)c3)cc2C2C(C#N)=C(N)Oc3[nH]c(=O)[nH]c(=O)c32)cc1 (centres undefined),87,104,105,120,103,102,93,82
CC1(C)C(=O)CC[C@@]2(C)[C@@H]3CC[C@@](O)(C(C)(C)O)C=C3CC[C@H]12,108,101,112,103,108,103,99,97
CC(C)CN1C(=O)/C(=C\C(=O)c2cc3ccccc3oc2=O)c2ccccc21,111,86,90,101,97,99,102,45
O=[N+]([O-])c1cc2c(c([N+](=O)[O-])c1)Nc1ccccc1O2,x,59,77,68,55,69,66,51
C=CCOc1ccccc1C,113,96,116,100,103,99,121,102
Cc1ccc(-c2cc(Cc3c(Cl)cccc3Cl)c(=O)n(Cn3ccc4ccccc43)n2)cc1C,102,89,99,x,96,105,103,94
CCOC(=O)SC(=S)OCC,87,92,110,110,101,104,102,95
CC1(C)CCCC(C)(C)C1O,96,104,105,112,98,94,95,111
Oc1ccccc1C=NC1CCCCC1,97,99,109,103,106,116,115,x
C=Cc1nn2c(CCC(=O)c3nc4ccccc4[nH]3)nnc2s1,95,95,113,98,98,100,x,106
O=C(CCc1nnc(Cn2c(=O)cc[nH]c2=O)o1)c1nc2ccccc2[nH]1,98,101,108,109,107,109,110,101

# Profiles, looked up by structure. Screens in order: BT-549, LOX IMVI, SK-MEL-28, SK-MEL-2, SK-MEL-5, MDA-MB-435, HS 578T, T-47D
# `Cc1ccc(-c2cssc2=S)cc1` is listed as 111, 95, 116, 106, 95, 112, 112, 103
# `CC1C(c2ccccc2)OCCN1C(=S)Nc1ccc(S(=O)(=O)N2CCCCC2)cc1` (centres undefined) is listed as 98, 59, 108, 104, 89, 89, 86, 97
# `C/C(=N/NC(N)=S)c1sc(Nc2ccc(C)cc2)nc1C` is listed as 121, 98, 110, 102, 98, 97, 111, 81
# `C(=C\c1ccc2ccccc2n1)/c1ccccc1` is listed as 117, 79, 96, 104, 90, 85, 95, 84
# `CCCCCCCCCC1(CC(=O)OCC)SCCN1C(N)=O` (centres undefined) is listed as 118, 85, 107, x, 70, x, 110, 64
